# UTI89 phage lysis = protection from phage-mediated lysis, alamar blue read-out – E. coli UTI89, K1F phage, bacterial capsule biogenesis inhibitors (AID 488966); inhibition, % at 100 µM; hits with a dose series show IC50 in µM; E. coli UTI89 K1F phage lysis, alamar blue, 2 h; higher % means a stronger effect; actives 0.02% (n = 340,000);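 active = phage lysis inhibition, versus mean bacterial control, above a set limit; inconclusive = no clear call, values can overlap the other calls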;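 note: capsule biogenesis inhibitors block K1F phage lysis so surviving cells raise fluorescence; higher fluorescence means more inhibition of phage lysis; actives were called in the ten point dose series up to 300 µM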
# NS5 inhibitors = Dengue-2 NS5 methyltransferase inhibitors, primary screen, biochemical, confirmation dose response (AID 588689). Dengue-2 NS5 methyltransferase capping enzyme assay, biochemical; higher % means a stronger effect. inhibition, % at 25 µM; hits with a dose series show IC50 in µM. actives 0.3% (n = 340,000); in the data active = a potency from the dose series; inconclusive = inhibition above about 29% without an active follow-up result
# NS5 inhibitors pilot replicate = further read-out of NS5 inhibitors, marked with its call; inhibition, %; measured here: pilot screen replicate inhibition
# * hit, by the source's call; i = inactive; ? = inconclusive; [ ] = another dose, or the depositor's remark. Some of the compounds tested; the hit share may differ from the screen's.
SMILES,UTI89 phage lysis,NS5 inhibitors,others
c1ccc(OCCOCCOc2ccccc2)cc1,-0.4%,-3.5%,
Cc1ccccc1C(=O)N1CCC(C(=O)Nc2ccc(S(=O)(=O)N3C(C)CCCC3C)cc2)CC1 (stereo not given),-0.2%,-1.4%,
C/C(CCc1ccc2c(c1)OCO2)=N\N=C1\NC(=O)CC(C(=O)Nc2ccc(C(=O)O)cc2)S1 (stereo not given),0.1%,-7.7%,
COc1ccc(S(=O)(=O)Nc2cccc(S(=O)(=O)N(C)C)c2)cc1[N+](=O)[O-],-0.2%,2.3%,
O=Nc1nc2ncccn2c1-c1ccccc1,7.2%,5.8%,
O=C(Nc1c(Br)cc2c(c1Br)Cc1cc([N+](=O)[O-])ccc1-2)C(Cl)Cl,-0.4%,-6.2%,
CC(=O)Oc1ccc2c(c1)CCC1C2CCC2(C)C(OC(C)=O)CCC12 (stereo not given),7.2%,-3.6%,
COc1cc(-c2nnc(-c3cc(-c4ccccc4)nc4ccccc34)o2)cc(OC)c1OC,0.2%,-9.5%,
ON(CCc1ccccn1)Cc1ccccc1,-1.3%,0.0%,
O=C(NCc1ccccc1)c1cccc(NC(=O)C2CCC2)c1,-0.1%,-1.9%,
O=C1O[C@H](CO)[C@@H](O)[C@H](O)[C@H]1O,2.3%,0.0%,
CC(C)(C)OC(=O)n1cccc1/C=C1\c2ccccc2C(=O)N1c1ccccc1,0.4%,-4.3%,NS5 inhibitors pilot replicate=-6.1
CC(C)CC(C(=O)OCC(=O)N1CCN(c2ccccc2)CC1)N1C(=O)c2ccccc2C1=O (stereo not given),-0.2%[50 µM],-0.7%,
COC(=O)c1c[nH]c(=S)n1Cc1ccccc1,1.4%,0.0%,
CC1CN(C(C)C)C(=S)NC1=O (stereo not given),1.4%,-3.1%,
O=C(O)COc1ccc(Cl)cc1C1CCCCC1,3.2%,7.4%,
CN(C(=O)c1cccc(NC(=O)Cc2ccc(NC(=O)C3CCCN(C(=O)C4CCC4)C3)cc2)c1)C1CC1 (stereo not given),-0.1%,-0.7%,NS5 inhibitors pilot replicate=-1.5
C=CS(=O)(=O)c1c2cc(OC)ccc2nc2ccc(OC)cc12,5.1%,-1.5%,
NC(=O)c1ncn([C@@H]2O[C@H](CNS(=O)(=O)c3cc4ccccc4s3)[C@@H](O)[C@H]2O)n1,0.1%,-4.6%,NS5 inhibitors pilot replicate=-3.4
COc1ccc(C=CC(=O)C=CC=Cc2ccccc2)cc1,2.2%,-13.6%,

# By substructure, the entries above with four or more nitrogen atoms
SMILES,UTI89 phage lysis,NS5 inhibitors,others
C/C(CCc1ccc2c(c1)OCO2)=N\N=C1\NC(=O)CC(C(=O)Nc2ccc(C(=O)O)cc2)S1 (stereo not given),0.1%,-7.7%,
O=Nc1nc2ncccn2c1-c1ccccc1,7.2%,5.8%,
CN(C(=O)c1cccc(NC(=O)Cc2ccc(NC(=O)C3CCCN(C(=O)C4CCC4)C3)cc2)c1)C1CC1 (stereo not given),-0.1%,-0.7%,NS5 inhibitors pilot replicate=-1.5
NC(=O)c1ncn([C@@H]2O[C@H](CNS(=O)(=O)c3cc4ccccc4s3)[C@@H](O)[C@H]2O)n1,0.1%,-4.6%,NS5 inhibitors pilot replicate=-3.4

# The results go on.
SMILES,UTI89 phage lysis,NS5 inhibitors,others
CN(CCc1ccccc1)C(=O)c1ccc(NC(=O)Cc2ccc(NC(=O)C3CCCN(C(=O)C4CCCCC4)C3)cc2)cc1 (stereo not given),0.4%,3.0%,NS5 inhibitors pilot replicate=-2.7
O=c1[nH]c(=S)[nH]cc1Oc1ccccc1,?,3.5%,
CN(CCc1ccccc1)C(=O)c1cccc(NC(=O)Cc2cccc(NC(=O)C3CCCN(C(=O)C4CCCCC4)C3)c2)c1 (stereo not given),0.2%,-1.9%,
O=C1C2C3C=CC(O3)C2C(=O)N1N=Cc1cccc2ccccc12 (stereo not given),0.0%,6.2%,
O=c1cc(-c2ccccc2)oc2cccc(O)c12,1.2%,-5.1%,
CC(=O)C1(C)C(=O)N(c2ccc(F)cc2)C(=O)N1c1ccc(F)cc1 (stereo not given),4.2%,6.2%,
CC(=O)Nc1ccc2c(c1)-c1ccc(F)cc1C2,2.4%,0.4%,
CC(=O)NC(CCC(=O)O)C(=O)O (stereo not given),3.5%,-4.5%,
C=CCCC(=O)N1C[C@H]2CON(C)[C@H]2C[C@H]1c1cccc(Nc2ccccc2)c1,0.1%,-1.3%,NS5 inhibitors pilot replicate=-4.0
CSc1cc(SC)ncn1,-0.7%,8.6%,
CCCCCCCCNS(=O)(=O)CCNCCc1ccccc1,0.2%,-5.2%,
CC(C)O/C(=N/S(=O)(=O)c1ccc(Cl)cc1)c1ccccc1,-4.4%,-7.0%,
CC(OC(=O)c1ccccc1C(=O)O)c1ccccc1 (stereo not given),-0.3%,-8.9%,
COc1ccc(S(=O)(=O)NCc2nc3nc(C)cc(C)n3n2)cc1,-0.1%,-7.0%,
CN(C)CCCn1c2c3ccccc3ccc2c2oc(=O)c3ccccc3c21,10.4%,?,
CCN(CC)CCNC(=O)c1ccc(NC(=O)c2cccc(S(=O)(=O)N3CCCCCC3)c2)cc1,-0.2%[50 µM],-2.3%,
O=C(CC1Sc2ccccc2NC1=O)NNc1cc(Cl)ccc1Cl (stereo not given),1.1%,3.5%,
O=c1[nH]cc(CN2CCOCC2)c(=O)[nH]1,0.2%,5.4%,
CN(Cc1ccccc1)C(=O)c1cccc(NC(=O)Cc2ccc(NC(=O)C3CCCN(C(=O)C4CCCC4)C3)cc2)c1 (stereo not given),0.2%,-5.9%,
NC(=O)c1ncn([C@@H]2O[C@H](CNC(=O)[C@@H](N)Cc3cccnc3)[C@@H](O)[C@H]2O)n1,0.1%,-7.9%,NS5 inhibitors pilot replicate=-0.9
CN(Cc1ccccc1)C(=O)c1ccc(NC(=O)Cc2ccc(NC(=O)C3CCN(C(=O)C4CCCC4)CC3)cc2)cc1,0.1%,-2.0%,NS5 inhibitors pilot replicate=-3.4
CCCCCC(=O)Nc1cc(S(=O)(=O)O)cc2cc(S(=O)(=O)O)cc(O)c12,12.1%,30µM*,
COc1ccc(C(CNC(=O)CN2C(=O)NC(C)(c3ccc4ccccc4c3)C2=O)N2CCCC2)cc1 (stereo not given),1.0%[50 µM],1.5%,
CC(C)C[C@@H](CN)NC(=O)c1nc[nH]c1C(=O)N[C@@H](C)C(=O)CNC[C@H](C)NC(=O)c1nc[nH]c1C(=O)N[C@@H](CC(=O)O)C(=O)O,0.2%,2.6%,NS5 inhibitors pilot replicate=-4.0
CCOc1ccc2nc3cc(N=Nc4ccc(N)nc4N)ccc3c(N)c2c1,11.5%,?,
O=C1NCN(C2CCCCC2)CN1,0.5%,-1.6%,
Brc1ccc(Br)c2cnccc12,-0.2%,12.9%,
O=c1c2ccccc2sc2ccccc12,0.6%,6.6%,
COc1ccc(OC(=O)N2C/C(=C/c3ccccc3)C(=O)/C(=C\c3ccccc3)C2)cc1,-0.8%,-12.1%,
COc1ccccc1-n1nnnc1SCC(=O)NCC1(N2CCCCC2)CCCCC1,2.3%,-3.6%,
O=C(c1cc2ccccc2[nH]1)N1O[C@@H]2C=C[C@H]1C2,0.4%,0.3%,NS5 inhibitors pilot replicate=-0.9
COc1ccc(S(=O)(=O)N2C[C@H]3CON(C)[C@H]3C[C@H]2c2cccc(Br)c2)cc1,0.0%,2.0%,NS5 inhibitors pilot replicate=-4.0
Cc1cccc(C(O)C(O)c2cccc(C)n2)n1 (stereo not given),0.9%,-5.0%,
CCOC(=O)c1c(NC(=O)CN2CCN(S(=O)(=O)c3cc(Cl)ccc3Cl)CC2)sc(C(=O)N(C)C)c1C,-0.3%,-10.9%,
CSC1(SC2=NCCN2)SC2(NCCN2)S1,2.7%,-4.6%,
CCOC(=O)CCc1ccc(NC(=O)/C=C/c2ccc([N+](=O)[O-])o2)cc1,-7.1%,-29.3%,
O=C1NC(=O)C(=Cc2ccc(Cl)cc2Cl)S1,i,17.5%,
CCCCN1C(=O)C(C#N)CC2=C1CC(C)(C)CC2=O (stereo not given),0.6%,-4.0%,NS5 inhibitors pilot replicate=4.0
CC(=NNC(=O)c1ccncc1)c1cccc(Br)c1,-1.0%,5.6%,
CCOc1ccccc1N1CC(C(=O)Nc2cc(S(=O)(=O)N3CCOCC3)ccc2OC(C)C)CC1=O (stereo not given),0.3%[50 µM],-2.2%,

# The last 2 entries of the part before come first, to join the parts.
SMILES,UTI89 phage lysis,NS5 inhibitors,others
CC(=NNC(=O)c1ccncc1)c1cccc(Br)c1,-1.0%,5.6%,
CCOc1ccccc1N1CC(C(=O)Nc2cc(S(=O)(=O)N3CCOCC3)ccc2OC(C)C)CC1=O (stereo not given),0.3%[50 µM],-2.2%,
COP(=O)(OC)C(Nc1ccc(C)cc1)c1ccc(Br)cc1 (stereo not given),-1.1%,-9.5%,
O=C(Cc1ccccc1[N+](=O)[O-])c1ccc2c(c1)OCO2,1.0%,-0.8%,
COC1=C(Nc2ccccc2)C(=O)C(OC)=C(Nc2ccccc2)C1=O,3.3%,0.0%,
COc1ccc(C(=O)NNC(=O)c2cccc3ccccc23)cc1,0.3%,1.6%,
Cc1ccc(-c2nc3ncccc3o2)cc1NC(=O)c1ccc2c(c1)OCO2,-0.6%,-2.2%,
O=C(c1ccccc1)c1cccc2ccccc12,0.1%,12.1%,
COc1ccc(CNCCS(=O)(=O)NCc2ccccc2)cc1,0.2%,-4.6%,
O=C(c1cccc(S(=O)(=O)N2CCCCCC2)c1)N1CCN(Cc2ccccc2)CC1,-0.2%[50 µM],-1.5%,
COc1ccccc1CNC(=O)c1cc(S(=O)(=O)N2CCN(c3ccccc3)CC2)ccc1Cl,0.1%[50 µM],-7.7%,
Cn1c(=O)c2[nH]c(NN=Cc3ccc(F)cc3)nc2n(C)c1=O,-1.3%,3.9%,

# A draw from above in order of number of heavy atoms, highest first:
SMILES,UTI89 phage lysis,NS5 inhibitors,others
COC1=C(Nc2ccccc2)C(=O)C(OC)=C(Nc2ccccc2)C1=O,3.3%,0.0%,
COc1ccc(C(=O)NNC(=O)c2cccc3ccccc23)cc1,0.3%,1.6%,
O=C(c1ccccc1)c1cccc2ccccc12,0.1%,12.1%,

# Retrieved by compound from the entries so far (four):
SMILES,UTI89 phage lysis,NS5 inhibitors,others
c1ccc(OCCOCCOc2ccccc2)cc1,-0.4%,-3.5%,
Cc1ccc(-c2nc3ncccc3o2)cc1NC(=O)c1ccc2c(c1)OCO2,-0.6%,-2.2%,
CCCCCCCCNS(=O)(=O)CCNCCc1ccccc1,0.2%,-5.2%,
C=CS(=O)(=O)c1c2cc(OC)ccc2nc2ccc(OC)cc12,5.1%,-1.5%,

# Following part:
SMILES,UTI89 phage lysis,NS5 inhibitors,others
C=CC[C@H]1C=C[C@@H](C(C(=O)OC)C(=O)OC)CN1C(C)=O,0.2%,-8.5%,
CC12CCC3(CC1CCC1OC12)OCCO3 (stereo not given),-2.2%,8.5%,
CCN1C[C@@H]2[C@@H]3C(=O)N(C)C(=O)[C@@H]3[C@](Cc3ccccc3)(C1=O)N2C(=O)c1ccc(Cl)cc1,3.1%,-10.8%,
CC[C@]12C(=O)N(C)C[C@H]([C@@H]3C(=O)N(C)C(=O)[C@@H]31)N2C(=O)c1ccc(C(C)(C)C)cc1,1.6%,0.4%,
CN1C[C@@H]2[C@@H]3C(=O)N(C)C(=O)[C@@H]3[C@](C)(C1=O)N2C(=O)c1ccc(C(F)(F)F)cc1,2.2%,-2.0%,
O=C(CCCC(=O)NN=Cc1cccc(O)c1)NN=Cc1cccc(O)c1,1.2%,1.6%,
O=S(=O)(O)c1cc(O)c2ccc(Nc3ccccc3)cc2c1,0.1%,8.9%,
O=[N+]([O-])c1ccccc1C=NN1CCCCCC1,-1.5%,-7.0%,
COc1ccc(CCc2cc(OC)c(OC)c(OC)c2)cc1,2.9%,-6.2%,
CCN(CC)CCC(=O)N1C/C(=C/c2ccccc2)C(=O)/C(=C\c2ccccc2)C1,0.5%,6.9%,
CC(C)CN1CCN(CCCOC(=O)Nc2cccc3ccccc23)CC1C (stereo not given),-3.9%,2.3%,
Cc1ccc(C(=O)N2[C@@H]3CN(C)C(=O)[C@@]2(C)[C@H]2C(=O)N(Cc4ccccc4)C(=O)[C@@H]32)cc1,0.8%,-7.0%,
COc1cccc(CN(C)C(=O)c2ccc(Cl)c(S(=O)(=O)N3CCCCCC3)c2)c1OC,-0.7%,-9.4%,
Cc1ccccc1N=C1C(=O)Nc2ccccc21,-2.0%,-2.4%,
CC(C)(C)S(=O)N1Cc2cc(=O)n(Cc3ccccc3)cc2[C@H]1CCO (stereo not given in full),0.1%,5.3%,NS5 inhibitors pilot replicate=-2.8
NC(=O)C1(Nc2ccc(-c3ccc(Cl)cc3)cc2)CCCC1,-1.9%,-0.8%,
CC1CN(C=O)CC(C)N1CCN1C(C)CN(C=O)CC1C (stereo not given),-0.8%,2.4%,
Cc1ccc(S(=O)(=O)N(C)c2ccc(OC(=O)CN3C(=O)NC(C)(c4ccccc4)C3=O)cc2)cc1C (stereo not given),-0.6%[50 µM],-3.6%,
COc1cc2c3nc4n(c(=O)c3n(CC(=O)N3CCCC3)c2cc1OC)CCS4,-0.1%,-3.3%,
